# CAL PDZ FP-1: blocks peptide binding to human CAL PDZ domain. actives 0.02% (n = 330,000). inhibition, % at 20 µM. AID 504414. purified CAL PDZ, TMR-peptide fluorescence polarization, 1 h;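 active = highest replicate inhibition of at least 40%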;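 also: plate controls were DMSO neutral control wells for no effect and unlabeled competitor peptide control wells for full effect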
#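 Material: tagged CAL PDZ domain; buffer or medium: 25 mM sodium phosphate pH 7.4, 150 mM NaCl, TCEP, IgG, Thesit; compound dosing: single point, 20 µM; schedule: 1 h incubation at room temperature before polarization reading; measured by: FP readout, S and P plane fluorescence; read-out basis: percent inhibition from loss of millipolarization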
# CAL PDZ FP-2: blocks peptide binding to the human CAL PDZ domain; Q9HD26; purified CAL PDZ, TMR-peptide fluorescence polarization, 1 h; inhibition, % at 24.9 µM; actives 0.92% (n = 300,000); AID 602252;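 active = mean inhibition of at least 30% with at least half of replicates also reaching 30%; inconclusive = no clear call, values can overlap the other calls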;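 also: 0% = DMSO neutral control and 100% = excess unlabeled competitor peptide PRC23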
# Rtt109 Vps75: C. albicans Rtt109 histone acetyltransferase inhibition; purified Rtt109/Vps75, ThioGlo CoA-SH fluorescence, 4 h; Q5AAJ8; inhibition, % at 34.9 µM; actives 0.16% (n = 330,000);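 active = inhibition of at least 50% in every replicate; inconclusive = best replicate reaches 50% inhibition but some replicates fall short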
# PfHsp90 yeast 2: growth inhibition of yeast expressing Plasmodium Hsp90. S. cerevisiae expressing PfHsp90, BacTiter-Glo ATP, 48 h; yeast lacking PDR1 and PDR3 efflux regulators. inhibition, % at 9.4 µM. actives 0.32% (n = 310,000);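 active = every replicate shows inhibition above about 80%, whatever the replicate mean, limit read from the data; inconclusive = mean inhibition reaches the set limit but some replicate falls short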;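 also: 0% = DMSO neutral controls and 100% = 20 µM radicicol positive controls; yeast relying on Plasmodium falciparum Hsp90 in place of its own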
# PvdQ acylase: blocks Pseudomonas aeruginosa PvdQ acylase activity. inhibition, % at 10 µM. actives 0.063% (n = 340,000). purified PvdQ acylase, fluorescence plate reader; in the data active = inhibition above about 30%, passing the limit was not always enough; inconclusive = no clear call, values can overlap the other calls;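 also: 0% = vehicle neutral wells and 100% = reference inhibitor wells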
# MITF act: increases MITF-driven TRPM1 promoter luciferase signal. SK-MEL-5 TRPM1-promoter luciferase, 24 h; % of positive control, neutral wells = 0. actives 0.75% (n = 300,000). activation, % at 12.5 µM;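 active = mean activation of at least 80% with every replicate also reaching 80%; inconclusive = mean reaches 80% but some replicate falls short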;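 also: 0% = neutral control wells and 100% = parthenolide positive control wells; values of inactives mirror those of a sister screen read the other way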
# SR-BI DiI-HDL act: enhances SR-BI lipid uptake from DiI-HDL | CHO ldlA[mSR-BI] cells, DiI-HDL uptake fluorescence, 3 h; 100 = double the neutral-control signal | actives 0.096% (n = 320,000) | AID 504775 | activation, % at 12.5 µM;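 active = mean replicate activation of at least 60% and every replicate at or above 60%; inconclusive = mean or all-replicate condition met, but not both; inactive = mean below 60% and not all replicates reaching 60%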;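 also: 0% = median plate neutral-control signal and 100% = twice that signal; values of inactives mirror those of a sister screen read the other way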
#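 Test system: SR-BI-overexpressing, LDLR-lacking CHO cells; Also added: labelled HDL, 10 µg/mL; Measured by: bottom-read cell fluorescence after medium removal, ex 550/em 595 nm; Timing: 3 h uptake period with compound, 37 °C; Buffer or medium: F12, 0.5% BSA, 25 mM HEPES; Doses: single compound concentration, delivered by pin transfer.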
# NSD2 inh: NSD2 (human) methyltransferase inhibition; O96028; NSD2 peptide methylation, AlphaScreen, 120 min; inhibition, % at 12.5 µM; actives 0.54% (n = 310,000); AID 743445; in the data active = inhibition above about 50%
# Target sequence (O96028 whole entry, looked up): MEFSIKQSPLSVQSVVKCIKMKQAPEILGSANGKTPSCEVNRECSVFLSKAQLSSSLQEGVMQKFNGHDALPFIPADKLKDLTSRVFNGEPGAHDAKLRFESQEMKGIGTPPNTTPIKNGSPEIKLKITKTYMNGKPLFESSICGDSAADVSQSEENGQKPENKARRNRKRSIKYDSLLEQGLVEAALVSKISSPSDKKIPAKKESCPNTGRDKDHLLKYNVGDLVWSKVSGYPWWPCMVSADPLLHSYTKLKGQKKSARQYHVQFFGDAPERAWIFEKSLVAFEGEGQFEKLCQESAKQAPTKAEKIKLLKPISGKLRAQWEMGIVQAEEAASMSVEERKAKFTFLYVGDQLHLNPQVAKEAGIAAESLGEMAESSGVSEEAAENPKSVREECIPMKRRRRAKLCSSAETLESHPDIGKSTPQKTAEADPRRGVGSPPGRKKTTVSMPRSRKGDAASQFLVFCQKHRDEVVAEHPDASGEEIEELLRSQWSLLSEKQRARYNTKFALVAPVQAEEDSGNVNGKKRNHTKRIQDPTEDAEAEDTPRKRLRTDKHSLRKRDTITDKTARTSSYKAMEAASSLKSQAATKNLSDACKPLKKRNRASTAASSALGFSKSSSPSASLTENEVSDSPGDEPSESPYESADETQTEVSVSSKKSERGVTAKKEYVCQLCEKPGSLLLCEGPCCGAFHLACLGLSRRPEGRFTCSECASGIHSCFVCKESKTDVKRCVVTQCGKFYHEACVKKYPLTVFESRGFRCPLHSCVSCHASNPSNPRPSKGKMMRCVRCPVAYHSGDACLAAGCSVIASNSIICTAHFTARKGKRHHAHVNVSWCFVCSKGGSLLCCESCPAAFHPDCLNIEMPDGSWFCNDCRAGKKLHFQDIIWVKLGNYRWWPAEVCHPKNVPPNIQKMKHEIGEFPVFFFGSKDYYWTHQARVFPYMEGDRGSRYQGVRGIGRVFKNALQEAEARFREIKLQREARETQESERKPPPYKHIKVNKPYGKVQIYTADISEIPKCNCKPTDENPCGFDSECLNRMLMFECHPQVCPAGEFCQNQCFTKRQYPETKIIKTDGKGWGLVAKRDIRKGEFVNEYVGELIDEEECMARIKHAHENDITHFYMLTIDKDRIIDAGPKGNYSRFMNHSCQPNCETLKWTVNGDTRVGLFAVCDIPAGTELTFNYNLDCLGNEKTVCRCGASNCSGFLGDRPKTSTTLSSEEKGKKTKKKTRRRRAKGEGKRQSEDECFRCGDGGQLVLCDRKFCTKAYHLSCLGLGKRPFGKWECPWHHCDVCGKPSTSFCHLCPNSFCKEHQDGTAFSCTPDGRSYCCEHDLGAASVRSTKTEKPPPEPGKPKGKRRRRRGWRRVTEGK
# SR-BI DiI inh: inhibitors of mouse SR-BI mediated HDL lipid uptake | Q61009 | ldlA[mSR-BI] CHO cells, DiI-HDL uptake fluorescence, 3 h | inhibition, % at 12.5 µM | actives 0.96% (n = 320,000);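 active = mean replicate inhibition of at least 70% and a set share of replicates each scoring 70 or more; inconclusive = meets just one of the two criteria; inactive = fails both criteria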;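 also: 0% = median of neutral control wells and 100% = median of positive control wells; values of inactives mirror those of a sister screen read the other way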
# dFosB activator: activators of mouse delta FosB homodimer. P13346. purified delta FosB, TAMRA-CDK5 oligo fluorescence polarization; percent of positive-control signal above neutral wells. activation, % at 25 µM. actives 0.99% (n = 340,000). AID 493131;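 active = mean activation above about 17%, with every replicate also reaching it, limit read from the data, passing the limit was not always enough; inconclusive = only one of the two conditions met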;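 also: fluorescence polarization rise as delta FosB binds a TAMRA Cdk5 AP-1 oligo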
# The depositor's hits bear a star; i = inactive; u = inconclusive; x = not tested or not shown; & = joins results of further samples.
SMILES,CAL PDZ FP-1,CAL PDZ FP-2,Rtt109 Vps75,PfHsp90 yeast 2,PvdQ acylase,MITF act,SR-BI DiI-HDL act,NSD2 inh,SR-BI DiI inh,dFosB activator
CCOC(=O)N1CCC(NC(=O)CCc2c(C)nc3c(c(C)nn3C(C)(C)C)c2C)CC1,-1.4,1,2,32,-13,-9,-40,x,40,-21
O=C(CC(Sc1n[nH]c(-c2ccccc2)n1)c1ccccc1)NCc1ccccc1 (configuration not stated),0.0,1,-10,16,-18,11,10,0,-10,-5
Cc1ccc(CN(C(=O)c2ccc(Cl)c([N+](=O)[O-])c2)C2CCS(=O)(=O)C2)o1 (configuration not stated),-2.4,-5,-6,12,-17,-19,13,5,-14,-5
CCN(C(=O)Cn1cnc2c(nc3n2CCCCC3)c1=O)c1cccc(Cl)c1,0.0,-2,0,-13,-10,-1,4,3,-4,-7
CCOc1ccc(NC(=O)CC2Nc3ccccc3NC2=O)cc1 (configuration not stated),0.3,x,3,21,-5,25,1,1,-1,-4
Cc1csc(Sc2ccc([N+](=O)[O-])cc2C(=O)OCC(=O)NC(=O)NC(C)(C)C)n1,-1.1,-2,-1,-8,-16,10,-11,2,11,-10
COc1ccc(/C=C(/NC(=O)c2ccccc2)C(=O)N/N=C/c2cccs2)cc1OC,-3.1,-6,8,-3,11,5,-18,x,18,-2
CCOc1ccc2c(c1)n(CO)c(=S)n2CO,-0.2,-10,-2,31,-10,13,-57,-1,57,4
Cc1ccc(-n2c(SCC(=O)Nc3ncc(Cl)cc3Cl)nc3ccccc32)cc1,-1.9,-7,-1,12,4,3,-78,-1,78*,3
O=S1(=O)N=C(N2CCCc3ccccc32)c2ccccc21,-0.2,-5,-1,-3,-15,-1,10,2,-10,-2
Cc1ccc(SCC(=O)Nc2cccc(C)c2)cc1,-4.4,-2,1,-17,3,20,5,-5,-5,-4
O=C(CCn1c(=O)oc2ccccc21)Nc1ccccc1,-0.8,-6,-6,x,-2,x,-1,-2,1,-5
CCC(CC)c1nnc(NC(=O)c2nc3nc(C)cc(C)n3n2)s1,-0.7,-5,-9,-27,-6,-8,12,-2,-12,-2
Cc1noc(/C=C/c2nn(C)cc2Cl)c1[N+](=O)[O-],0.6,x,-18,21,6,3,19,3,-19,-4
COc1cccc(CNc2nc3nc(C)c(Cl)c(C)n3n2)c1,-0.8,-3,-4,13,-2,x,2,1,-2,-7
Cc1ccc(C)c(NC(=O)c2ccc(N(C)S(C)(=O)=O)cc2)c1,-0.7,-6,-3,-6,-11,9,7,0,-7,2
Cc1ccc(CN(C)C(=O)c2cccc(S(=O)(=O)N3CCc4ccccc4C3)c2)o1,-0.4,2,11,7,-10,2,9,2,-9,-17
COc1cc([N+](=O)[O-])ccc1NC(=O)C1CCCN(S(C)(=O)=O)C1 (configuration not stated),0.0,-4,-1,0,-11,10,-22,-1,22,3
O=C(NCc1cccs1)C1CCC(CNS(=O)(=O)c2ccccc2)CC1 (configuration not stated),-3.3,-3,23,5,3,-4,6,-2,-6,2
Cc1ccc(CN2C(=O)CCC2C(=O)NCCN(CC(C)C)CC(C)C)cc1 (configuration not stated),-0.9,-1,5,-1,-13,8,-4,5,4,-14
O=C(Nc1nc2c(F)cccc2s1)c1ccco1,-1.1,-1,2,17,-16,59,-19,x,19,-16
O=C(Nc1ccccn1)C(NS(=O)(=O)c1cccc2nsnc12)c1ccccc1 (configuration not stated),-2.4,-2,5,x,-9,x,-2,x,2,-5
Cc1ccccc1C(=O)Nc1ccc(N2CCN(C)CC2)nc1,-0.9,-5,14,-5,10,22,-26,8,26,-13
CCO[C@@H]1OC(C(=O)O)=C[C@H](C2CC2)[C@H]1CCCO,0.5,-2,1,24,-1,2,9,x,-9,0
OC12CC3C[C@H](C1)C(N1CCOCC1)[C@@H](C3)C2 (some centres not stated),0.2,-9,1,10,-12,x,9,1,-9,-11
Cc1nn(C2CCS(=O)(=O)C2)c(C)c1CN(C)C(=O)c1ccc(S(=O)(=O)N(C)C)cc1 (configuration not stated),0.1,-5,0,24,-8,4,4,-4,-4,3
Cc1cc(C)c(NC(=O)NC(=O)c2ccc(F)cc2)c(C)n1,-2.2,-1,3,-13,3,x,-3,2,3,1
c1ccc(OCc2nc(-c3cccs3)no2)cc1,-2.5,x,-3,6,-5,108*,-25,-4,25,-15
COc1cc(Br)cc(/C=N/c2ncn[nH]2)c1O,0.8,2,-8,-24,3,-7,27,x,-27,-7
C=CCSc1nc(Oc2ccccc2)c2sccc2n1,-2.1,-2,1,-12,4,20,0,-4,0,-2
CSc1ccc(S(=O)(=O)N2CCN(Cc3ccc4c(c3)OCO4)CC2)cc1,-0.3,4,-19,28,-3,2,21,x,-21,4
CC(c1ccc(F)cc1)n1cc(C(=O)NCc2ccccn2)nn1 (configuration not stated),-1.9,-1,-8,x,-5,-3,15,1,-15,-3
Cc1nn2c(-c3ccc(S(=O)(=O)N4CCN(CCO)CC4)o3)nnc2c2ccccc12,-0.7,-3,1,-53,-4,-6,16,45,-16,-39
N#CCCNc1ccc(OCCC#N)cc1,0.1,-2,0,-7,-8,-7,33,0,-33,0
O=c1cc(C(F)(F)F)nc(SC/C=C/c2ccccc2)[nH]1,-0.4,x,9,-10,-7,4,7,8,-7,-3
CCOC(=O)c1c(NC(=O)C2C3CCC(O3)C2C(=O)O)sc2c1CCC(CC)C2 (configuration not stated),-1.0,5,23,12,0,-1,-4,3,4,0
COCCNC(=O)C(c1ccc(Cl)cc1)N(Cc1ccco1)C(=O)CCC(=O)Nc1ccccn1 (configuration not stated),0.8,x,10,-6,0,-2,11,2,-11,-10
CC(C)CCN(CC(=O)NC(C)(C)C)C(=O)C(=O)Nc1ccc2c(c1)OCCO2,0.5,-2,4,-23,-3,12,-10,1,10,-3
COc1ccc(CNC(=O)CN(Cc2ccco2)C(=O)CNS(=O)(=O)c2ccccc2)cc1,-2.4,-2,2,10,-12,3,x,-2,x,-9
COC(=O)CCCCC(=O)C1C(=O)CC(C)(C)C(C(=O)OC)C1=O (configuration not stated),-0.5,x,-11,-18,-14,x,2,-7,-2,-5
O=c1cc(CSc2ccc(Cl)cc2)nc2nc[nH]n12,-0.9,-1,15,x,8,x,-4,4,4,0
COCCOC(=O)/C(=C\c1cc(C(C)(C)C)c(O)c(C(C)(C)C)c1)C(C)=O,0.1,8,0,-26,10,3,x,7,x,-13
Cc1cnc(C(=O)OCC(=O)Nc2ccc(C)c(S(=O)(=O)N(C)C)c2)cn1,-0.4,4,20,-6,-11,16,x,-11,x,-1
CCSc1nnc(NC(=O)C2CCCN(S(=O)(=O)c3cnc[nH]3)C2)s1 (configuration not stated),0.4,-2,-1,-38,-16,12,6,x,-6,-5
CCCn1c(N2CCN(C(=O)Nc3ccc(Cl)cc3)CC2)nc2ccccc21,-0.7,x,10,15,-6,24,-65,-1,65,-1

# Reprinted from the entries so far for reference:
SMILES,CAL PDZ FP-1,CAL PDZ FP-2,Rtt109 Vps75,PfHsp90 yeast 2,PvdQ acylase,MITF act,SR-BI DiI-HDL act,NSD2 inh,SR-BI DiI inh,dFosB activator
CC(C)CCN(CC(=O)NC(C)(C)C)C(=O)C(=O)Nc1ccc2c(c1)OCCO2,0.5,-2,4,-23,-3,12,-10,1,10,-3
COc1ccc(CNC(=O)CN(Cc2ccco2)C(=O)CNS(=O)(=O)c2ccccc2)cc1,-2.4,-2,2,10,-12,3,x,-2,x,-9

# (list continues)
SMILES,CAL PDZ FP-1,CAL PDZ FP-2,Rtt109 Vps75,PfHsp90 yeast 2,PvdQ acylase,MITF act,SR-BI DiI-HDL act,NSD2 inh,SR-BI DiI inh,dFosB activator
O=C(COC(=O)Cc1ccsc1)Nc1ccccc1,-1.6,-1,-8,11,-6,1,13,-3,-13,-2
CCN(CC)c1ccc2c(C)c(CO)c(=O)oc2c1,-1.0,-3,i,38,-9,13,-15,-8,15,-3
C=CCn1c(SCC(=O)c2cc(C)n(C)c2C)nnc1-c1ccncc1,-0.8,3,11,x,1,-4,x,1,x,2
Cn1c(SC/C=C/c2ccccc2)nnc1-c1ccco1,-1.9,-4,4,12,-28,15,-8,1,8,-2
COc1ccc(CN2CCc3ccccc3C2)cc1Br,1.1,-1,1,-13,-7,x,6,-5,-6,-4
O=C1C(Cl)=C(N2CCOCC2)C(=O)N1c1cccc(C(F)(F)F)c1,-1.1,3,u,-2,-12,-11,x,0,x,-11
CC1CCN(S(=O)(=O)c2ccc(C(=O)N3CCN(c4ccccc4F)CC3)cc2)CC1,-0.7,x,3,-13,-8,-3,-5,-4,5,-12
CCN1C(=O)/C(=C2/Sc3ccccc3N2CCCS(=O)(=O)O)SC1=S,1.0&-3.0,0,-2&13,-14&2,0&7,-2&-3,18&7,5&3,-18&-7,-9&-8
CC(C)(C)n1nnnc1C(c1ccc2ncccc2c1)N1CCC(O)CC1 (configuration not stated),-0.6,7,-2,-3,-11,7,29,-1,-29,-10
Cc1nonc1C1CCCN1C(=O)c1cc(COc2ccc(F)cc2Cl)on1 (configuration not stated),-1.9,1,-17,-5,-16,33,-25,-1,25,-2
CCCCCNC(=O)C1CC(=O)OC12CCCCC2 (configuration not stated),-0.2,-3,-2,0,-3,7,14,4,-14,5
O=C1C=C(N2CCN(C3=CC(=O)CCC3)CC2)CCC1,0.1,-3,5,4,-26,3,3,-1,-3,0
Cc1ccnc(NC(=O)c2ccc3c(c2)S(=O)(=O)c2ccccc2C3=O)c1,1.3,-5,1,3,-5,41,9,2,-9,2
CCOC(=O)c1nn(-c2ccc(F)cc2)c(-c2ccccc2)c1C(=O)c1ccccc1,-0.2,-4,7,16,6,-22,3,-2,-3,-1
O=C(O)c1ccccc1-c1ccccc1C(=O)NCCc1ccccc1,0.4,12,14,5,16,-12,15,-1,-15,-10
Cc1oc2c(CN3CCOCC3)c(O)ccc2c(=O)c1-c1ccccc1,-1.5,-1,-7,4,-1,5,23,1,-23,6
CCCCCc1nc2ccccc2c(=O)n1N,-0.6,x,-1,-6,-15,x,12,-1,-12,2
CCC(=O)c1ccc(OCC(=O)OCC(=O)NCC2CCCO2)cc1 (configuration not stated),0.7,2,8,-15,12,-12,10,-7,-10,-2
Cc1nnc2sc(SCC(=O)N3CCCCC3)nn2c1=O,-0.9,1,-23,5,-10,-6,x,-2,-45,-5
N#CC1=C(N)Oc2n[nH]c(-c3cccs3)c2C1c1cccnc1 (configuration not stated),-0.5,-5,7,-32,-9,5,x,1,x,-11
COc1cccc(NC(=O)CCNS(=O)(=O)c2ccc3c(c2)oc(=O)n3C)c1,-1.5,2,10,25,3,9,0,-3,0,-8
